MCF10A rereplic – induces DNA re-replication in MCF 10a normal breast cells | Potency, µM (titrated, usually from 46.1 µM), without a hit: at the highest dose activity, positive = re-replication, hits mostly activators | MCF 10A DNA re-replication, Hoechst nuclear intensity, 48 h | AID 624296 | actives 2.9% (n = 350,000); also: potency is read from the fitted curve at half-maximal effect; % of control where 0% means no effect; nearly all actives have a fitted effect of over 50% in size
ATXN viability – cell viability loss in ATXN counter-screen | S2 cells (HEK-293 line with an ATXN2-luciferase reporter) viability, CellTiter-Fluor protease fluorescence, 24 h | Potency, µM (series often up to 56.7 µM), hits mostly cytotoxic | actives 0.49% (n = 400,000); also: potency is read from the fitted curve at half-maximal effect; nearly all actives have a fitted effect of over 40% in size
KB-V1 cytotox – kills drug-selected multidrug resistant KB-V1 cells. AID 1347076. Potency, µM (titrated, usually from 46.1 µM), inactives show at the top dose activity change, negative = cytotoxicity, hits mostly cytotoxic. KB-V1 MDR cells viability, CellTiter-Glo, 72 h. actives 3.4% (n = 400,000); also: potency is read from the fitted curve at half-maximal effect; % is scaled to controls: 0 for no effect and ±100 for the full control effect; nearly all actives have a fitted effect of over 60% in size
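In this primary screen, KB-V1 cells overexpressing P-gp are incubated with library compounds (lowest to highest concentration) for 72 h at 37 degrees C before a luminescent ATP viability read.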
KB-3-1 cytotox – kills parental KB-3-1 adenocarcinoma cells. KB-3-1 viability, CellTiter-Glo ATP luminescence, 72 h. Potency, µM (series often up to 46.1 µM), without a hit: at the highest dose activity change, negative = cytotoxic, hits mostly cytotoxic. actives 1.4% (n = 400,000); also: potency is read from the fitted curve at half-maximal effect; % is scaled to controls: 0 for no effect and ±100 for the full control effect; nearly all actives have a fitted effect of over 60% in size
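KB-3-1 cells, DMEM (no phenol red) + 10% FBS; compound by pin transfer, 72 h, 37 °C. Readout: CellTiter-Glo luminescence after 10 min. Data normalized, curve-fitted.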
IL-1B inflam inh – inhibitors of inflammasome signaling (IL-1 beta secretion) | AID 743279 | actives 4.7% (n = 360,000) | THP-1 LPS/ATP IL-1B secretion, AlphaLISA, 16 h; stronger effect = lower value | activity change, % at 57.5 µM; in the data active = activity change below about -50%; inconclusive = mostly about -30% to -49%; also: % is scaled to controls: 0 for no effect and ±100 for the full control effect
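Secreted IL-1B measured by AlphaLISA bead assay after 16 h compound exposure of THP-1 cells; compounds (final up to 57.5 uM) added 1 h before LPS (250 ng/mL) and ATP (1.25 mM) stimulation; lower signal means less secretion.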
SW480 rerep – inducers of DNA re-replication in SW480 colon cancer cells; SW480 DNA re-replication, Hoechst DNA content imaging, 48 h; Potency, µM (highest dose often 46.1 µM), for the others: at the top dose re-replication activation, actives largely listed as activators; actives 1.8% (n = 340,000); AID 624297; also: potency is read from the fitted curve at half-maximal effect; % of control where 0% means no effect; nearly all actives have a fitted effect of over 55% in size
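Per well, 250 cells were exposed to pinned compound for 48 hr. Nuclear DNA was visualised with Hoechst (40 min, 37 C) and total object intensity recorded by fluorescence scanning.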
HT1080 IDH1KD tx – HT-1080 IDH1 knockdown cell toxicity (counter line) | AID 686971 | HT-1080 IDH1 knockdown viability, ATP luminescence, 48 h | Potency, µM (titrated, usually from 46.1 µM), for the others: at the highest dose activity, negative = toxicity, hits mostly cytotoxic | actives 2% (n = 360,000);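 also: potency is read from the fitted curve at half-maximal effect; 0% = DMSO wells and -100% = cell-free medium wells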
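Luminescent ATP read-out (CellTiter-Glo, 10 min at room temperature) after 48 h compound exposure at 37 °C gave viability of IDH1-knockdown HT-1080 cells. Activity was normalised to DMSO and cell-free wells, then fitted as concentration-response curves.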
HT1080NT lethal – kills 2HG-producing HT-1080-NT fibrosarcoma cells | actives 1.6% (n = 360,000) | HT-1080-NT fibrosarcoma viability, CellTiter-Glo ATP luminescence, 48 h | Potency, µM (titrated, usually from 46.1 µM), without a hit: at the highest dose activity, negative = less viability, usual class: cytotoxic | AID 686970;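 also: NT is the 2HG producing partner of a matched IDH1 knockdown line; potency is read from the fitted curve at half-maximal effect; 0% = DMSO-treated cells and -100% = media-only wells without cells; nearly all actives have a fitted effect of over 55% in size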
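750 cells/well, RPMI + 5% FBS; 2 h settle, compound pin-transfer, 48 h at 37 degrees C. CellTiter-Glo 10 min RT, luminescence. Normalized to DMSO and media-only wells.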
ATXN2 expr inh – inhibitors of ATXN2 expression. HEK-293 ATXN2-luciferase reporter, luminescence, 24 h. Potency, µM (highest dose often 57 µM), without a hit: at the top dose activity change, negative = inhibition, actives largely listed as inhibitors. actives 0.72% (n = 360,000). AID 1745845; also: potency is read from the fitted curve at half-maximal effect; % is scaled to controls: 0 for no effect and ±100 for the full control effect; nearly all actives have a fitted effect of over 55% in size
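qHTS (up to 57 uM final) was run with 24 h compound exposure of reporter cells at 37 °C. Each well was multiplexed: SteadyGlo luminescence measured ATXN2-luciferase expression after a fluorogenic Gly-Phe-AFC viability readout (25 uM final).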
An asterisk follows results filed as active; i = inactive; ? = inconclusive; . = not tested or not shown; & = joins results of further samples; [ ] = another dose, or the depositor's remark. Unless noted, calls follow the shape of the dose curve; as a rule, active = well fitted curve in the direction sought with a large enough effect; inconclusive = small, poorly fitted or top-dose-only effect, or another doubt; inactive = no such curve, though single readings can be large; an effect the other way counts as inactive or inconclusive.

1. Cn1nccc1C(=O)N1CCCC(Nc2ccc(F)cc2)C1 (stereo not drawn)
2. CCCC(O)(CCN(C)C)c1ccc(OC)cc1 (stereo not drawn)
3. COC(=O)C1=CN(c2ccc(Oc3ccccc3)cc2)C(N)=C(C#N)C1c1ccc(-c2ccccc2)cc1 (stereo not drawn)
4. CCNc1ccc(S(=O)(=O)N(C)C)cc1NCC(=O)Nc1ccccc1F
5. CN1CCCC(OC(=O)COc2ccccc2)C1 (stereo not drawn)
6. Nc1[nH]n(-c2ccccc2)c(=O)c1N=Nc1ccccc1[N+](=O)[O-]
7. C[N+]1(C)CCCC(OC(=O)C(O)(c2ccccc2)c2ccccc2)C1 (stereo not drawn)
8. CCN1C(=O)/C(=C/N(C)C)c2ccccc21
9. O=C(NCCCCCCOC1=NS(=O)(=O)c2ccccc21)C(=O)Nc1ccccc1
10. COc1ccc(NC(=O)CSc2oc(-c3ccco3)nc2S(=O)(=O)c2ccc(C)cc2)c(OC)c1

Compound | 1 | 2 | 3 | 4 | 5 | 6 | 7 | 8 | 9 | 10
MCF10A rereplic | 7% | -8% | . | 0% | 15% | 17% | -4% | 0% | 2% | .
ATXN viability | i | ? | . | i | i | i | i | i | i | ?
KB-V1 cytotox | 5% | 13% | -15% | 0% | 13% | ? | 5% | 2% | 0% | 23%
KB-3-1 cytotox | 1% | -8% | -9% | -11% | 4% | -4% | 0% | 1% | 12% | 1%
IL-1B inflam inh | -1 | -5 | -11 | 8 | 6 | -10 | 9 | -16 | 0 | .
SW480 rerep | 1% | -2% | . | -11% | 4% | 3% | 4% | 2% | -12% | .
HT1080 IDH1KD tx | 11% | 11% | 6% | 4% | 8% | 18% | 6% | -2% | 11% | .
HT1080NT lethal | 20% | 11% | -2% | 8% | 11% | 17% | -20% | -1% | 13% | .
ATXN2 expr inh | -2% | -10% | . | -18% | 2% | 14% | 10%&12% | 1% | -22% | 0%

11. CCCCn1c(N)c(N(CC(C)C)C(=O)CCS(=O)(=O)c2ccc(C)cc2)c(=O)[nH]c1=O
12. CN(Cc1ccncn1)C(=O)CC1C(=O)NCCN1Cc1cccc(Oc2ccccc2)c1 (stereo not drawn)
13. COc1cccc(C(=O)NC(=O)Nc2nc(C)cc(C(F)(F)F)n2)c1
14. CN(CC(=O)Nc1ccc2c(c1)CCC2)CC(=O)Nc1ccccc1Br
15. O=C(NCC1CCCO1)c1cc(-c2ccco2)nc2ccccc12 (stereo not drawn)
16. CC1CCN(C(=O)CSc2nnc(-c3ccc(S(=O)(=O)N4CCOCC4)cc3)n2C)CC1
17. CSCCC(=O)N1CCC(n2nccc2NC(=O)CCCc2ccccc2)CC1
18. COc1ccc(/C=C/c2c(-c3ccc(OC)cc3)oc3ccc(-c4ccc(OC)cc4)cc23)cc1
19. COc1ccc(/C=C2\SC(=S)N(CCCC(=O)N3CCCCC3CCO)C2=O)cc1 (stereo not drawn)
20. N#CCC(=O)Nc1ccc(C(=O)OCC(=O)NCCCc2ccccc2)cc1

Compound | 11 | 12 | 13 | 14 | 15 | 16 | 17 | 18 | 19 | 20
MCF10A rereplic | -1% | ? | 0% | ? | 10%[9.22 µM] | -8% | ? | ? | ? | -11%
ATXN viability | i | i | i | i | i | i | i | i | i | i
KB-V1 cytotox | 0% | -13% | -56% | ? | -23% | -19% | 8% | 8% | ? | -14%
KB-3-1 cytotox | -8% | -5% | -4% | -6% | 13% | -10% | 0% | -1% | ? | 1%
IL-1B inflam inh | 17 | 19 | 1 | -8 | 25 | 16 | 0 | -1 | -9 | 7
SW480 rerep | -1% | 1% | 23% | -31%[inhibitor] | -5% | 1% | -5% | ? | ? | -7%
HT1080 IDH1KD tx | -1% | -6% | 7% | 2% | 0% | 16% | -10% | -2% | -12% | 15%
HT1080NT lethal | -5% | -5% | 7% | 2% | -1% | 1% | -1% | -6% | 0% | 3%
ATXN2 expr inh | -4% | -1% | -8% | . | 4% | -2% | . | -1% | ? | .

21. O=C1c2cc([N+](=O)[O-])ccc2-c2cc(Cl)c(NC(=O)C(F)(F)F)cc21
22. Cc1ccccc1-c1csc(C(C)(O)c2ccc(F)c(F)c2)n1 (stereo not drawn)
23. FC(F)(F)c1cnc(NNC(=S)Nc2cccnc2)c(Cl)c1
24. COc1ccccc1CC1(C)C(=O)Nc2ccc(OC(F)(F)F)cc21 (stereo not drawn)
25. Cc1ccccc1OCC(=O)Nc1ccccc1-c1ccccc1NC(=O)COc1ccccc1C
26. O=C(Cc1ccc([N+](=O)[O-])cc1)c1ccccc1
27. O=c1nc2n(c3sc4c(c13)CCCC4)C(CBr)CS2 (stereo not drawn)
28. CC(C)N(C(=O)CN1CCN(S(=O)(=O)c2ccc(Br)s2)CC1)C(C)C
29. CSc1nc2ccc(S(=O)(=O)N(C)C)cc2s1
30. CN(C)c1c(F)cc(C(=O)NCc2ccccc2)cc1F

Compound | 21 | 22 | 23 | 24 | 25 | 26 | 27 | 28 | 29 | 30
MCF10A rereplic | ? | . | ? | . | 12% | 1% | -1% | -8% | 4% | 3%
ATXN viability | i | ? | i | ? | i | ? | i | i | i | i
KB-V1 cytotox | -24% | 0% | -25% | 23% | ? | -17% | -27% | 23µM* | -3% | 13%
KB-3-1 cytotox | -3% | 0% | 13% | 0% | ? | 18% | 2% | -12% | 1% | 2%
IL-1B inflam inh | 11 | 13 | 41 | 5 | -5 | ? | -9 | -12 | 12 | 0
SW480 rerep | 5% | . | 5% | . | 7% | ? | -6% | -4% | -2% | -1%
HT1080 IDH1KD tx | 0% | ? | -28% | -44% | 1% | 10% | 9% | 0% | -6% | 9%
HT1080NT lethal | 0% | -21% | -15% | ? | 9% | 6% | 5% | 8% | -4% | 11%
ATXN2 expr inh | 13% | 0% | . | ? | -18% | 22% | 2% | -15% | 16% | 31%[activator]

31. Cc1ccc(C(=O)N/N=C2\CCCc3ccccc32)c(C)c1
32. CCn1nnc(-c2ccccc2NS(=O)(=O)c2ccc(S(=O)(=O)N3CCCCCC3)cc2)n1
33. CCC1CCCCN1C(=O)CCS(=O)(=O)c1ccc2c(c1)CCN2C(C)=O (stereo not drawn)
34. O=C(CCCCn1c(=O)[nH]c2ccsc2c1=O)NCCc1ccccc1
35. Cn1c(CN2CCCCC2)nc2cc(NC(=O)c3ccc(F)cc3)ccc21
36. CC(=O)c1cccc(OCC(O)CN2CCN(C(=O)c3ccco3)CC2)c1 (stereo not drawn)
37. Cc1c(OC(C)C(=O)N[C@@H](Cc2ccccc2)C(=O)O)ccc2c3c(c(=O)oc12)CCCC3 (stereo partly drawn)
38. Nc1c(CO)nnn1-c1ccccc1
39. O=C(COc1ccc2ccc(=O)oc2c1)Nc1ccc(N2CCCCC2)cc1
40. CC(C)=C1C2CCC1C(C(=O)NCc1ccccc1)C2C(=O)O (stereo not drawn)

Compound | 31 | 32 | 33 | 34 | 35 | 36 | 37 | 38 | 39 | 40
MCF10A rereplic | -2% | -1% | -2% | 1% | 9% | -12% | -1% | 2% | 1% | 27%
ATXN viability | i | i | i | i | i | ? | i | i | i | ?
KB-V1 cytotox | 15% | -15% | 11% | 11% | 21µM* | 9% | 20% | 21% | 35% | -17%
KB-3-1 cytotox | 1% | 1% | -23% | -7% | ? | 1% | 0% | 29% | 4% | 19%
IL-1B inflam inh | -18 | 2 | -14 | 20 | ? | 2 | 12 | 18 | -20 | 19
SW480 rerep | 1% | -4% | -6% | -9% | ? | ? | -8% | -5% | -9% | 4%
HT1080 IDH1KD tx | 3% | -16% | -2% | -1% | -7% | 9% | -2% | 9% | 5% | -18%
HT1080NT lethal | 3% | 7% | -3% | 0% | -30% | 10% | -10% | 9% | 1% | ?
ATXN2 expr inh | 43%[activator] | -18% | -4% | 13% | 4% | -19% | 10% | -14% | . | -7%

Reprinted from the part before: 3 compounds, followed by the next part.
38. Nc1c(CO)nnn1-c1ccccc1
39. O=C(COc1ccc2ccc(=O)oc2c1)Nc1ccc(N2CCCCC2)cc1
40. CC(C)=C1C2CCC1C(C(=O)NCc1ccccc1)C2C(=O)O (stereo not drawn)
41. O=C(COC(=O)Cc1cn2ccsc2n1)NCc1ccc2c(c1)OCO2
42. COc1ccc(CCNC(=O)CCOc2cc(C)ccc2C)cc1OC
43. COc1ccccc1-c1nc(C#N)c(N2CCN(c3cccc(Cl)c3)CC2)o1
44. Cc1onc(-c2ccccc2)c1C(=O)N/N=C/c1cc2c(cc1Cl)OCO2
45. CCOC(=O)C1C(c2ccccc2)NC(=S)NC1(C)O (stereo not drawn)
46. CC(C(=O)NCC1CCCO1)n1cc([N+](=O)[O-])cn1 (stereo not drawn)
47. CCOC(=O)c1ccc(N2C(=O)CC(N3CCN(C/C=C/c4ccccc4)CC3)C2=O)cc1 (stereo not drawn)
48. CCOC(=O)c1c(C)[nH]c(C(=O)C(C)OC(=O)c2cnc(C)cn2)c1C (stereo not drawn)
49. COc1ccccc1NC(=O)CN1CC(=O)Nc2ccccc21

Compound | 38 | 39 | 40 | 41 | 42 | 43 | 44 | 45 | 46 | 47 | 48 | 49
MCF10A rereplic | 2% | 1% | 27% | 7% | -2% | ? | ? | -5% | 1% | 2% | -5% | 1%
ATXN viability | i | i | ? | i | i | i | ? | i | i | i | i | i
KB-V1 cytotox | 21% | 35% | -17% | 24% | -3% | 1% | ? | 1% | 0% | 19% | ? | 6%
KB-3-1 cytotox | 29% | 4% | 19% | 0% | 14% | 1% | ? | 14% | -1% | 7% | 1% | 20%
IL-1B inflam inh | 18 | -20 | 19 | 3 | 7 | -27 | -11 | 24 | 9 | 19 | 0 | 16
SW480 rerep | -5% | -9% | 4% | -16% | 12% | -2% | 3% | -9% | -4% | -7% | -7% | -1%
HT1080 IDH1KD tx | 9% | 5% | -18% | 12% | -6% | -7% | -5% | 10% | 1% | -4% | 16% | 18%
HT1080NT lethal | 9% | 1% | ? | 16% | -1% | 6%[9.24 µM] | 1% | 16% | 10% | -1% | 4% | 10%
ATXN2 expr inh | -14% | . | -7% | 0% | -9% | -5% | -17% | -2% | -1% | -6% | -13% | -17%
